Compound activity: PubChem BioAssay, several laboratories
GPR7 antag: blocks human GPR7 receptor signaling; GPR7-expressing cells, fluorescence antagonist assay; inhibition, % at 4.4 µM; 1.1% of 290,000 active; AID 1861; in the data active = inhibition above about 16%, passing the limit was not always enough;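 note: cells stimulated with the agonist NPW; 0% = agonist with vehicle and 100% = vehicle without agonist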
Target sequence (P48145 whole entry, looked up): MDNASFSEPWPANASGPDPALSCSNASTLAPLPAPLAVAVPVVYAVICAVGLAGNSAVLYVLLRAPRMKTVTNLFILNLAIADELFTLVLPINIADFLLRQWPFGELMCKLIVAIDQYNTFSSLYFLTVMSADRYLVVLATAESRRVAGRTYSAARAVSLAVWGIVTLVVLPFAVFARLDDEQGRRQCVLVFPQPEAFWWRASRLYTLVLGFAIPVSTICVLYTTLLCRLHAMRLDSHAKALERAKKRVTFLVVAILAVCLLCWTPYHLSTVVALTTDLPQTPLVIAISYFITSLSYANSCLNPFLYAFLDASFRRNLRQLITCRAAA
MEKK2wt PB1 HTS: raises or lowers MEK5 binding to wildtype human MEKK2 PB1 domain | binding response (% of control), % at 10 µM | AID 1531 | Q9Y2U5 | 1.1% of 290,000 active | bead flow cytometry, Alexa488-MEK5 binding to MEKK2 WT; actives lie on both sides; in the data active = binding response below about 67% or above about 130%
OXTR agonist: human OXTR agonism; P30559; CHO-OTR cells, Fluo-8 calcium fluorescence; normalized: DMSO 0%, oxytocin 100%; activation, % at 3 µM; 0.32% of 320,000 active;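 active = activation above the mean of all tested compounds plus 3 SD, cutoff set per screening run, cut at about 20% in these data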;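 note: peak over basal fluorescence ratio from a 100 s FLIPR kinetic read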
Target sequence (P30559 whole entry, looked up): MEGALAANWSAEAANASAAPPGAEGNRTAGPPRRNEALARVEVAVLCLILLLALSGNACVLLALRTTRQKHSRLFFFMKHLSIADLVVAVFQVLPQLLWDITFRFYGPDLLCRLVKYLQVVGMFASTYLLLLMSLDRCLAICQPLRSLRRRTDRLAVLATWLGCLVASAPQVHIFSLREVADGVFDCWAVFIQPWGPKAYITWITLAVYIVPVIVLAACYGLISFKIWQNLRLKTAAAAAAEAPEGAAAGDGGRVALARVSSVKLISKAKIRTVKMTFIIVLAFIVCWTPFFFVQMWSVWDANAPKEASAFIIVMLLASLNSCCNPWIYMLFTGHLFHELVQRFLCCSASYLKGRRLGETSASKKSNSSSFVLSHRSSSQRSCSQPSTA
FID counter: fluorescent intercalator displacement, NS3 helicase counter-screen; DNA fluorescent intercalator displacement, fluorescence; inhibition, % at 7.9 µM; 0.17% of 290,000 active; in the data active = inhibition above about 37%;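 note: 0% = vehicle and 100% = reference compound; higher means more ethidium bromide displaced from hairpin DNA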
MEKK3 PB1 HTS: raises or lowers MEK5 binding to the human MEKK3 PB1 domain; 1.4% of 290,000 active; Q99759; bead-based flow cytometry, Alexa488-MEK5 binding to MEKK3; actives lie on both sides; 0 = blocked by unlabeled MEK5, 100 = vehicle; binding response (% of control), % at 10 µM;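 active = binding response more than 3 SD above or below the average of its plate-row segment, actives on both sides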;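 note: Alexa488 bead fluorescence after subtracting the streptavidin-only scavenger bead signal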
NALP1 yeast inh: inhibitors of NALP1 inflammasome in yeast. inhibition, % at 10 µM. S. cerevisiae NALP1/ASC/caspase-1 growth, X-gal OD620, 72 h. 0.61% of 280,000 active; in the data active = inhibition mostly above about 24%, no sharp cut-off; inactive = mostly below about 32%; note: some compounds called inactive have numbers as strong as hits
PfM18AAP inh: blocks P. falciparum M18 aspartyl aminopeptidase. recombinant PfM18AAP, H-Glu-NHMec fluorogenic cleavage. inhibition, % at 7.35 µM. 1.2% of 290,000 active;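 active = inhibition above the campaign mean inhibition over all tested compounds plus 3 SD, cut at about 28% in these data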;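 note: 0% = plate median of test compound wells and 100% = 2 mM ZnCl2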
MEKK2 mut-MEK5: signal of MEK5 binding to mutant human MEKK2 PB1 domain; bead flow cytometry, Alexa488-MEK5 binding to MEKK2 mutant; percent response, % at 10 µM; 0.35% of 290,000 active; in the data active = percent response above about 24%, passing the limit was not always enough; note: inactives centre near 1; some results filed as inactive read as strong as hits; reference of the scale not given here
PHOSPHO1 inh: PHOSPHO1 (human) inhibition; Q8TCT1; recombinant PHOSPHO1, absorbance phosphatase assay; inhibition, % at 13.3 µM; 1.1% of 290,000 active; AID 1565; in the data active = inhibition above about 60%
Target sequence (Q8TCT1 whole entry, looked up): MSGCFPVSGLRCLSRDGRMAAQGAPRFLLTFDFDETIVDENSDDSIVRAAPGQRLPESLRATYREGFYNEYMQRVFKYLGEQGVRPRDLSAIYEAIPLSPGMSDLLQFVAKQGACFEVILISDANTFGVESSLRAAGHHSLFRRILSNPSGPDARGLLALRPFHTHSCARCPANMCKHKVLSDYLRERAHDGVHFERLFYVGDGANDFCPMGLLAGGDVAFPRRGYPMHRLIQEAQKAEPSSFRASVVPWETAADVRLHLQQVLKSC
* = called active by the depositor; . = no result given.

SMILES	GPR7 antag	MEKK2wt PB1 HTS	OXTR agonist	FID counter	MEKK3 PB1 HTS	NALP1 yeast inh	PfM18AAP inh	MEKK2 mut-MEK5	PHOSPHO1 inh
CCOC(=O)CCCc1ccc(/C(C)=N/NC(N)=S)cc1	20	90	-0.1	-19	98	.	13	-5	28
COc1cc(/C=N/NC(=O)CNC(=O)c2ccc3c(c2)OCCO3)ccc1O	-9	95	-1.2	-4	86	-9	2	5	-3
COC(=O)C[C@H]1c2cc(C(F)(F)F)ccc2S(=O)(=O)N1Cc1ccccc1	.	104	-1.0	.	110	.	.	1	.
COc1cccc(/C=N/NC(=O)CCCC(=O)Nc2ccc(Br)cc2)c1	2	106	7.6	-3	126	36	4	1	-14
O=C(c1cc(-c2ccco2)nn1-c1cccc(Cl)c1)N1CCCCC1	-4	100	-1.1	-19	103	37	-12	5	41
CC(C)(C)C(=O)N(Cc1ccc(Cl)cc1)Cc1cccnc1	-4	105	-2.2	-25	106	7	4	14	-4
c1ccc2c(c1)oc1c(Nc3ccc4c(c3)OCO4)ncnc12	2	95	-2.3	4	95	12	-3	-6	13
Cc1c(Cl)cccc1NC(=O)c1cc(-c2ccccc2O)n[nH]1	-3	101	3.6	-8	104	3	10	6	-9
C=CCNC(=O)COc1ccccc1C#N	-14	101	0.3	-3	102	-11	-5	0	0
CCOCCOC(=O)c1ccc(NC(=O)C2COc3ccccc3O2)cc1 (stereo not given)	-2	99	-0.5	-30	99	6	-2	-2	19
CC(=O)c1ccc(OCC(O)CN2CCN(Cc3ccccc3)CC2)cc1 (stereo not given)	-6	99	0.0	5	99	41*	-6	1	2
C=C(C)c1cccc(C(C)(C)NC(=O)NCCCn2ccnc2)c1	-2	109	0.3	0	104	-4	-6	6	-2
CCCOc1ccccc1-c1nc(SCCC(=O)O)n[nH]1	-9	121	0.5	0	123	20	-2	16	32
COCCNC(=O)C(c1ccc(C)o1)N(C(=O)c1snc(C(N)=O)c1N)c1cccc(C)c1 (stereo not given)	-3	103	-1.6	-31	101	-8	12	3	-28
COc1ccc(C(=O)O)cc1S(=O)(=O)NCCCN1CCCC1=O	-13	105	-0.2	0	106	18	1	7	3
CCOC(=O)N1CCN(C(=O)C(CC)n2nc(C)c3sc4ccccc4c3c2=O)CC1 (stereo not given)	-14	100	-1.6	-7	103	-8	-1	0	3
CC(c1ccccc1)C(Cc1nc2ccccc2[nH]1)c1nc2ccccc2[nH]1 (stereo not given)	-5	118	-0.4	7	102	-20	2	4	-84
CN(C)C=Nc1c(C(=O)c2ccccc2)sc2nccc(N(C)C)c12	-6	98	-0.4	-16	99	13	4	1	-25
Cc1nc2ccc(NC(=O)C(F)(F)F)cc2o1	-7	100	0.1	-12	103	38	11	-5	11
CC(C)Cn1c(=O)c2sccc2n2c(CCCC(=O)N3CCC(N4CCCCC4)CC3)nnc12	-5	102	-0.1	7	98	3	-12	1	4
Cc1c(C(=O)NCc2ccc3c(c2)OCO3)oc2ccc(S(=O)(=O)N3CCC(C)CC3)cc12	1	101	0.2	-3	101	0	-12	0	2
Cc1cccc(C(=O)OC(C)CN2C(C)CCCC2C)c1 (stereo not given)	0	99	5.9	-1	97	24	-11	0	-1
O=C(CN(c1ccccc1F)S(=O)(=O)c1ccccc1)Nc1ccccc1C(=O)N1CCOCC1	4	99	-0.3	-12	98	21	4	-6	32
O=C(O)c1cccc(NC(=O)c2cc(NC(=O)c3ccccc3)cc(NC(=O)c3ccccc3)c2)c1	-6	106	-0.2	-23	112	18	4	2	24
COc1ccc(N2C(=O)C3CCCN3C2c2cc(OC)c(OC)c(OC)c2)cc1 (stereo not given)	-2	99	0.3	-2	100	8	3	1	-15
SMILES	GPR7 antag	MEKK2wt PB1 HTS	OXTR agonist	FID counter	MEKK3 PB1 HTS	NALP1 yeast inh	PfM18AAP inh	MEKK2 mut-MEK5	PHOSPHO1 inh
Cc1oc2ccc(NS(=O)(=O)c3ccccc3)cc2c1C(=O)Nc1ccccc1	-6	94	-1.0	-12	129*	.	-3	-1	15
Cc1ccc(/C=N/Nc2nncn2N)cc1	-10	107	-0.5	1	109	-11	40*	10	33
Cc1cccc(NC(=S)N/N=C/c2ccc3c(c2)OCO3)c1	-3	94	-1.9	-12	94	8	-1	-4	-6
O=C(NC(=S)NC1CCCCCCCCCCC1)c1cccnc1	-5	99	0.4	-3	98	28	4	-1	2
Oc1ccccc1-c1cncn1Cc1ccccc1	2	104	1.5	-10	102	-2	2	6	40
N#CCC(=O)N/N=C/c1cc(-c2ccccc2)n(-c2ccc(Cl)cc2)c1-c1ccccc1	3	62	-0.4	6	74	-13	-2	-13	4
Cc1ccc(CN2CCN(Cc3cccn3-c3nccs3)CC2CCO)cc1 (stereo not given)	-2	89	0.3	15	100	9	1	-11	23
COc1cccc(C2CC(c3ccccc3OC)n3nc(N)nc3N2)c1 (stereo not given)	-7	97	1.0	-22	101	-3	1	4	-15
Cc1ccc(NC(=O)COC(=O)c2ccc(OCc3c(C)noc3C)cc2)cc1S(=O)(=O)N1CCOCC1	16	104	1.2	-20	100	17	3	7	-1
NC(=O)CC(NC(=O)Cc1ccc(Br)cc1)c1ccc(NCc2cc(F)ccc2F)c([N+](=O)[O-])c1 (stereo not given)	.	102	-0.6	.	103	.	.	6	44
COc1cc(OC)cc(C(=O)NCC(=O)Nc2ccc(OC)c(Cl)c2)c1	6	101	-0.1	-7	105	24	-8	12	2
O=C(Nc1nccs1)c1ccc(Br)o1	-12	103	-0.7	-1	95	-44	8	-2	6
COc1ccc(/C=C2/C(=O)N(c3nc4ccccc4s3)N=C2CSc2ccc(Cl)cc2)cc1	-4	98	-1.6	-16	100	20	6	-1	8
COc1cc(/C=C2\SC(=S)N(CCC(=O)NCCc3ccccc3)C2=O)cc(OC)c1OC	-20	97	-0.2	-22	101	2	1	-3	48
O=C(CSc1nc2cc(Cl)ccc2o1)N1CCOCC1	-10	104	0.5	-5	99	6	-7	4	0
C(=C\N1CCCCCC1)/c1nnnn1-c1ccc(-c2ccccc2)cc1	-6	88	-0.8	-8	96	.	-4	-5	42
COc1ccc(CCNc2ccc(C)cc2)cc1	-3	112	-2.0	-2	111	23	-7	10	10
Cc1cc(C)cc(-n2ncc3c2CCCC3NC(=O)c2cc(C)[nH]n2)c1 (stereo not given)	6	97	0.8	-38	94	11	-9	2	28
CN(C)c1ccc(C2Nc3ccccc3C(=O)N2NS(C)(=O)=O)cc1 (stereo not given)	6	103	.	-2	105	9	-4	2	37
Clc1ccc2c(c1)-c1nnc(Br)n1-c1ccccc1S2	-2	93	-2.1	-19	81	8	-1	4	-13
COc1ccc(-c2cc(C(F)F)nc(-n3nc(C)cc3C)n2)cc1	-19	.	-1.4	-8	.	-2	-8	.	-48
CSc1ncc(C(=O)Nc2cccnc2)c(C(F)(F)F)n1	-13	106	.	-5	105	32	3	7	50
Cc1ccccc1Nc1nc(N)nc(COC(=O)C2CCCCC2)n1	4	92	-1.0	-28	96	26	-11	-1	-10
CCSC1(SCC)N=C(N)C2(C#N)C(c3ccc(F)cc3)C12C#N (stereo not given)	-2	96	0.4	12	96	15	-8	-1	6
O=C(CCCOc1ccccc1)Nc1ccc(Br)cc1	0	113	7.2	0	113	.	-2	14	.
SMILES	GPR7 antag	MEKK2wt PB1 HTS	OXTR agonist	FID counter	MEKK3 PB1 HTS	NALP1 yeast inh	PfM18AAP inh	MEKK2 mut-MEK5	PHOSPHO1 inh
CC1CC(C)CN(CCOc2ccccc2-c2ccccc2)C1 (stereo not given)	25*	105	1.4	15	101	42	7	0	-7
Cc1ccc2c(c1)N(CCC(=O)NCCN1CCOCC1)C(=O)CO2	-2	103	0.7	6	100	2	-2	-1	-18
CCOc1ccc(S(=O)(=O)Nc2ccc(O)c(Sc3ncn[nH]3)c2)cc1	11	98	0.5	-3	102	-60	54*	-3	-17
CCOC(=O)C1CCN(C(=O)c2cc3c(-c4ccc(OC)c(OC)c4)nn(C)c3s2)CC1	-12	103	-2.5	-43	100	6	-13	3	0
CCOc1cc(CNC2CCCC2)cc(Cl)c1OCc1ccccc1	26*	141*	12	39*	105	30	5	22	59
Cc1cc(NC(=O)c2cc3ccccc3oc2=O)no1	-10	91	.	-1	89	13	-3	-1	32
CCCNC(=O)c1cc(S(=O)(=O)N2CCc3ccccc32)ccc1F	9	111	-0.8	-7	115	15	-4	7	13
CCN1CCN(C(CNS(=O)(=O)c2ccc(Cl)cc2)c2cccnc2)CC1 (stereo not given)	-6	106	-0.1	1	101	11	-5	8	18
CC/C(=C/c1sc2ccc(C)cc2[n+]1CCO)SC	-1	94	0.1	-5	106	16	22	-5	25
Brc1ccc(/C=N/n2cnnc2)s1	-2	95	0.5	-2	95	7	0	-11	32
Cc1ccc(P(=O)(O)c2ccc(C)cc2)cc1	3	106	0.8	1	104	1	-10	0	11
[O-]/C(=C(\C(=S)Nc1cccc2ccccc12)[n+]1ccccc1)c1ccc(OC(F)F)cc1	-7	98	.	3	100	15	4	-2	32
O=C(NCC(=O)N(c1cccc(F)c1)C(C(=O)NC1CCCC1)c1ccco1)c1ccco1 (stereo not given)	-14	92	-0.9	-5	103	9	-3	-12	-20

Arranged by molecular weight (ascending): some entries from above
SMILES	GPR7 antag	MEKK2wt PB1 HTS	OXTR agonist	FID counter	MEKK3 PB1 HTS	NALP1 yeast inh	PfM18AAP inh	MEKK2 mut-MEK5	PHOSPHO1 inh
Cc1ccc(P(=O)(O)c2ccc(C)cc2)cc1	3	106	0.8	1	104	1	-10	0	11
Brc1ccc(/C=N/n2cnnc2)s1	-2	95	0.5	-2	95	7	0	-11	32
Cc1cc(NC(=O)c2cc3ccccc3oc2=O)no1	-10	91	.	-1	89	13	-3	-1	32
CC/C(=C/c1sc2ccc(C)cc2[n+]1CCO)SC	-1	94	0.1	-5	106	16	22	-5	25
CC1CC(C)CN(CCOc2ccccc2-c2ccccc2)C1 (stereo not given)	25*	105	1.4	15	101	42	7	0	-7
CSc1ncc(C(=O)Nc2cccnc2)c(C(F)(F)F)n1	-13	106	.	-5	105	32	3	7	50
COc1ccc(-c2cc(C(F)F)nc(-n3nc(C)cc3C)n2)cc1	-19	.	-1.4	-8	.	-2	-8	.	-48
O=C(CCCOc1ccccc1)Nc1ccc(Br)cc1	0	113	7.2	0	113	.	-2	14	.
Cc1ccc2c(c1)N(CCC(=O)NCCN1CCOCC1)C(=O)CO2	-2	103	0.7	6	100	2	-2	-1	-18
CCOc1cc(CNC2CCCC2)cc(Cl)c1OCc1ccccc1	26*	141*	12	39*	105	30	5	22	59
CCCNC(=O)c1cc(S(=O)(=O)N2CCc3ccccc32)ccc1F	9	111	-0.8	-7	115	15	-4	7	13
CCOc1ccc(S(=O)(=O)Nc2ccc(O)c(Sc3ncn[nH]3)c2)cc1	11	98	0.5	-3	102	-60	54*	-3	-17
CCN1CCN(C(CNS(=O)(=O)c2ccc(Cl)cc2)c2cccnc2)CC1 (stereo not given)	-6	106	-0.1	1	101	11	-5	8	18
[O-]/C(=C(\C(=S)Nc1cccc2ccccc12)[n+]1ccccc1)c1ccc(OC(F)F)cc1	-7	98	.	3	100	15	4	-2	32
O=C(NCC(=O)N(c1cccc(F)c1)C(C(=O)NC1CCCC1)c1ccco1)c1ccco1 (stereo not given)	-14	92	-0.9	-5	103	9	-3	-12	-20
CCOC(=O)C1CCN(C(=O)c2cc3c(-c4ccc(OC)c(OC)c4)nn(C)c3s2)CC1	-12	103	-2.5	-43	100	6	-13	3	0

An excerpt from above in order of their number in MEKK2 mut-MEK5, largest number first.
Molecule | GPR7 antag | MEKK2wt PB1 HTS | MEKK3 PB1 HTS | NALP1 yeast inh | PfM18AAP inh | MEKK2 mut-MEK5 | PHOSPHO1 inh
CC1CC(C)CN(CCOc2ccccc2-c2ccccc2)C1 (stereo not given) | 25* | 105 | 101 | 42 | 7 | 0 | -7
Brc1ccc(/C=N/n2cnnc2)s1 | -2 | 95 | 95 | 7 | 0 | -11 | 32
O=C(NCC(=O)N(c1cccc(F)c1)C(C(=O)NC1CCCC1)c1ccco1)c1ccco1 (stereo not given) | -14 | 92 | 103 | 9 | -3 | -12 | -20
